# High-throughput results: PubChem BioAssay, several laboratories
# Efflux pump inh – inhibitors of Candida antifungal efflux pumps expressed in yeast; S. cerevisiae Candida pump triplex, Nile Red efflux; inhibition, % at 10 µM; actives 0.44% (n = 330,000); AID 485275;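 active means plate passing quality check with inhibition over a set limit, or well fluorescence over plate mean plus 4 SD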;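 further: Nile Red retained in pooled yeast measured as flow cytometry median fluorescence; 0% = buffer negative control and 100% = Enniatin B positive control; higher means more Nile Red kept so more efflux inhibition; some compounds called inactive have numbers as strong as hits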
# PP1 counter – PP1-alpha (human) inhibition in PP5 counter-screen; inhibition, % at 6.7 µM; actives 0.9% (n = 320,000); AID 2235; purified PP1alpha, OMFP fluorescence;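 active means inhibition above the mean inhibition of all tested compounds plus 3 SD, computed separately for each screening campaign, cut at about 15% in these data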
# Target sequence (P62136 whole entry, looked up): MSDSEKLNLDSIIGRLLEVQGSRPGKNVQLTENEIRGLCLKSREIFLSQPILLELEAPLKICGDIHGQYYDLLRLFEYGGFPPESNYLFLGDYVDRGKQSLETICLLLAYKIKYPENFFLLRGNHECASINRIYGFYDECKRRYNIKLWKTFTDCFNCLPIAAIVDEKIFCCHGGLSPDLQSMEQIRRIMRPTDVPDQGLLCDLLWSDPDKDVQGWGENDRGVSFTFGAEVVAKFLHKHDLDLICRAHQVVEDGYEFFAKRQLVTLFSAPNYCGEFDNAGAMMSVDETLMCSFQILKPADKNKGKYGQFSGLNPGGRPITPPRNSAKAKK
# CTSL1 counter – cathepsin L1 inhibition, PFM18AAP counter-screen. recombinant F. hepatica cathepsin L1, Z-Leu-Arg-MCA fluorescence. inhibition, % at 5.96 µM. actives 0.49% (n = 300,000);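 active means inhibition above the mean of all tested compounds plus 3 SD, set per screening campaign, cut at about 17% in these data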;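 further: 0% = plate median of test compound wells and 100% = 1 µM Z-Phe-Ala-diazomethylketone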
# ZTA DNA inh – blocks Epstein-Barr virus ZTA, an EBNA-1 counter-screen. P03206. ZTA-DNA binding, fluorescence polarization. inhibition, % at 11 µM. actives 0.15% (n = 320,000). AID 2234; in the data active means inhibition above about 33%
# Target sequence (P03206 whole entry, looked up): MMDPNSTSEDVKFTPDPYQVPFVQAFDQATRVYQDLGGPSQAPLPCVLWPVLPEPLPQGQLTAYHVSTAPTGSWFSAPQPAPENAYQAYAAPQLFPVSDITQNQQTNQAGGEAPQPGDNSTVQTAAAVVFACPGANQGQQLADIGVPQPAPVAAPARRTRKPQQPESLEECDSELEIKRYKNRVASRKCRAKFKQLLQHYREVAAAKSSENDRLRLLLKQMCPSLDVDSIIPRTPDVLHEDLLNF
# EBNA-1 inh – blocks EBNA-1 binding to DNA; EBNA-1 DNA binding, fluorescence polarization; inhibition, % at 14.8 µM; actives 0.34% (n = 300,000); AID 1950; in the data active means inhibition above about 28%
# TPT1 inhibitor – C. albicans TPT1 enzyme inhibition; recombinant caTPT1, FP RNA substrate dephosphorylation; inhibition, % at 5 µM; actives 0.81% (n = 300,000); AID 1962;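 active means inhibition above the mean of all tested compounds plus 3 SD, set per screening campaign, cut at about 24% in these data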;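 further: plate controls were DMSO alone for no effect and ferristatin control at 100 nM for full effect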
# PREPL inhibitor – inhibitors of human prolyl oligopeptidase-like enzyme PREPL; recombinant PREPL, fluorescence polarization activity-based probe; inhibition, % at 5.96 µM; actives 0.68% (n = 320,000); in the data active means inhibition above about 43%;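 further: 0% = enzyme with DMSO and 100% = wells lacking enzyme; many of its hits are not listed in these tables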
# HCV core dimer – HCV core protein dimerization inhibition. AID 1899. TR-FRET GST/Flag-core106 dimerization, 1536-well. actives 0.33% (n = 300,000). inhibition, % at 5 µM;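 active means inhibition above the mean of all tested compounds plus 3 SD, set per screening campaign, cut at about 45% in these data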
#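 Assay system: GST-tagged and Flag-tagged HCV core protein residues 1-106 / Times: compound-protein-antibody incubation 4 h at 22.5 °C / Signal: time-resolved FRET, ex 340 nm, em 617 and 671 nm / Evaluation: % inhibition based on acceptor/donor emission ratio / Benchmarks: wells lacking GST-core106 and wells with excess unlabelled core106 / Repeats: singlicate, one well per compound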
# PP5 primary – blocks human protein phosphatase 5 activity; P53041; purified PP5c, OMFP substrate fluorescence; inhibition, % at 6.7 µM; actives 0.18% (n = 320,000); AID 1987;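 active means inhibition above the campaign's mean inhibition across all tested compounds plus 3 SD, cut at about 9.5% in these data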;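 further: 0% = DMSO only and 100% = 100 µM cantharidin control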
# Target sequence (P53041 whole entry, looked up): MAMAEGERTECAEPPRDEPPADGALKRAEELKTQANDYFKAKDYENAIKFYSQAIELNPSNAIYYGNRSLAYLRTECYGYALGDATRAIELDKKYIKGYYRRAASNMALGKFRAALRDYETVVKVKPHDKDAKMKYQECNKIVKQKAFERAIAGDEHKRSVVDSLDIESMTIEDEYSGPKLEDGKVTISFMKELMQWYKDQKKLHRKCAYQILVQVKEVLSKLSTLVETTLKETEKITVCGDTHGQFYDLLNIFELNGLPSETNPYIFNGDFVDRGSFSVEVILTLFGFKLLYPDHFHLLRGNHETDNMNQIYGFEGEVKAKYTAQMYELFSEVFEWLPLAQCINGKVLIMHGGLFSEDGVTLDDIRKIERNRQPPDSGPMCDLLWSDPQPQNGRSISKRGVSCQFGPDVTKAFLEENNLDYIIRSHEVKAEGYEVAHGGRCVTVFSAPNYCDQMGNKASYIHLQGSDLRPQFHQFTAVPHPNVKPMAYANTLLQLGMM
# * = called active by the depositor. A portion of the library. The share of hits here may be higher or lower than overall.
SMILES,Efflux pump inh,PP1 counter,CTSL1 counter,ZTA DNA inh,EBNA-1 inh,TPT1 inhibitor,PREPL inhibitor,HCV core dimer,PP5 primary
O=C(NC1CCCC1)C(c1cccnc1)N(C(=O)c1ccco1)c1ccc(F)cc1 (centres undefined),-0.2,1,-1,9,-2,2,-1,-2,0.8
COc1ccc(-c2csc(NC(=O)CSc3nnnn3C)n2)c(OC)c1,0.0,0,7,5,-7,0,6,2,-0.4
CCn1c(SCC(=O)NNC(=O)c2ccc(OC)cc2)nnc1-c1ccco1,0.0,-2,2,4,3,-9,0,-2,-0.9
Cc1ccccc1C(=O)N1CCN(c2ccc(NC(=S)NC(=O)c3cccs3)cc2)CC1,0.2,4,2,-2,-10,-3,23,11,2.1
COCCn1nnnc1C(c1cccc(C#N)c1)N1CCCCCC1 (centres undefined),-0.1,1,1,3,7,2,-4,1,-1.1
O=C(NC1=NCCCCC1)c1cccc2ccccc12,0.2,-2,-10,-3,-19,4,-2,0,-1.1
Cn1c(NC(=O)Cc2cccc3ccccc23)cc(=O)n(C)c1=O,-0.1,0,1,-3,-6,-2,0,0,1.1
NC(=O)c1cc2cc(Cl)ccc2o/c1=N/NC(=O)c1cccs1,-0.1,-2,4,-5,8,-1,16,-3,1.4
CC(=O)c1c(C)nc(-c2ccc(OCC(=O)Nc3cccc(C)c3C)cc2)n1O,0.3,-4,4,-6,-18,0,1,1,1.1
O=C(Cc1ccccc1)Nc1cccc(-c2nc3ncccc3o2)c1,0.1,0,3,10,-15,-5,-28,5,0.7
Cc1ccc(C(=O)Nc2ncc3c(Cl)cccc3n2)cc1,0.1,6,0,-8,-8,-2,-7,-3,0.6
Cc1ccc(C(=O)N/N=c2\oc3ccccc3cc2C(N)=O)cc1,0.4,-4,6,9,2,1,10,4,-1.1
CCOC(=O)c1c(/N=C/c2cc(C)ccc2O)sc2c1CCC2,-0.1,-3,2,-9,2,2,4,23,-1.0
CCOC(=O)Cn1c2c(c(=N)c3c1CCC3)CCCC2,0.0,-3,1,0,3,2,5,4,0.5
COc1cc(/C=N/NC(=O)COc2ccc([N+](=O)[O-])cc2)ccc1OCC(=O)N1CCOCC1,0.0,0,5,-6,-2,0,-5,2,3.2
Cc1nn(-c2ccc(C(=O)OC(C)C)cc2)c(C)c1[N+](=O)[O-],0.0,0,0,0,8,1,8,4,-0.3
Cc1onc(-c2c(F)cccc2Cl)c1C(N)=S,0.0,-4,-2,-6,6,-4,4,-6,0.1
O=C1/C(=C/c2ccc(Br)cc2)Oc2cc(O)ccc21,-0.1,-3,3,5,7,63*,-6,8,-0.5
O=C(CCCn1c(=S)[nH]c2cc3c(cc2c1=O)OCO3)NCc1cccc(Cl)c1,0.0,1,2,-7,8,0,2,5,-1.1
O=C(Nc1ccon1)c1ccc(OC2CCCC2)cc1,0.2,1,6,12,7,-1,5,6,1.0
Cc1ccc(S(=O)(=O)NCC(=O)N(CC(=O)NCc2ccco2)Cc2ccco2)cc1,0.0,0,0,-5,2,-1,8,2,0.2
CCOC(=O)c1cc(-c2cccc([N+](=O)[O-])c2)on1,-0.1,1,-1,-12,6,1,11,-2,-3.0
CCC(C)(C)C1CCC(=NNC(=O)c2ccc(Br)o2)CC1 (centres undefined),-0.1,-1,1,1,2,-3,6,-10,-0.2
O=C(CCCc1nc(-c2ccccc2)no1)Nc1cccnc1,0.4,1,-7,-4,-9,-4,3,-1,-8.0

# Six structures from above, sorted by heavy-atom count, rising:
SMILES,Efflux pump inh,PP1 counter,CTSL1 counter,ZTA DNA inh,EBNA-1 inh,TPT1 inhibitor,PREPL inhibitor,HCV core dimer,PP5 primary
Cc1onc(-c2c(F)cccc2Cl)c1C(N)=S,0.0,-4,-2,-6,6,-4,4,-6,0.1
CCOC(=O)c1cc(-c2cccc([N+](=O)[O-])c2)on1,-0.1,1,-1,-12,6,1,11,-2,-3.0
CCOC(=O)Cn1c2c(c(=N)c3c1CCC3)CCCC2,0.0,-3,1,0,3,2,5,4,0.5
Cc1nn(-c2ccc(C(=O)OC(C)C)cc2)c(C)c1[N+](=O)[O-],0.0,0,0,0,8,1,8,4,-0.3
O=C(CCCc1nc(-c2ccccc2)no1)Nc1cccnc1,0.4,1,-7,-4,-9,-4,3,-1,-8.0
COc1cc(/C=N/NC(=O)COc2ccc([N+](=O)[O-])cc2)ccc1OCC(=O)N1CCOCC1,0.0,0,5,-6,-2,0,-5,2,3.2

# Remaining list, next part.
SMILES,Efflux pump inh,PP1 counter,CTSL1 counter,ZTA DNA inh,EBNA-1 inh,TPT1 inhibitor,PREPL inhibitor,HCV core dimer,PP5 primary
CCCn1c(SCC(=O)Nc2ccccc2Oc2ccccc2)n[nH]c1=O,-0.1,-2,-2,-10,5,-1,11,-8,2.8
O=C(NC1CCCCC1)C1CC(=O)N(c2ccccc2)C1 (centres undefined),0.0,1,0,-20,1,0,-5,4,1.5
COc1cc(OC)cc(C(=O)NN2CCCCC2)c1,0.0,-3,-4,-13,-9,-1,2,3,2.8
CCOC(=O)c1cnc(-n2nc(C)cc2C)nc1NNc1nc(-c2ccccc2)cc(-c2ccccc2)n1,-0.6,2,-2,-4,11,-3,-7,34,3.9
COC(=O)CN(c1ccccc1F)S(=O)(=O)c1ccc(C)cc1,0.0,0,0,-3,16,-8,3,-1,1.0
CC1CCN(CCOCCSc2ccc(Cl)cc2)CC1,0.0,0,8,-3,3,1,13,-3,1.8
Cc1[nH]nc2c1C(CC(C)C)C(C#N)=C(N)O2 (centres undefined),-0.1,-1,-6,-11,-1,-3,12,-5,1.5
CCNC(=O)c1ccccc1NC(=O)c1cccc(S(=O)(=O)N2CCC(C)CC2)c1,0.0,3,1,3,-5,-2,7,5,4.6
CC1c2ccsc2CCN1C(=O)NC(=O)c1ccc(Cl)cc1 (centres undefined),0.3,2,4,-9,-8,1,5,0,-1.6
CCCn1c(SCC(=O)N2CCN(CC)CC2)nc2c1c(=O)n(C)c(=O)n2C,0.1,-3,-2,1,2,-2,1,-3,-3.1
Cc1cccc(Sc2c([N+](=O)[O-])ncn2C)n1,0.0,-2,6,10,3,-6,22,-10,0.2
COc1cc(C2=NOC(C(=O)NCc3ccc(F)cc3)C2)cc(OC)c1OC (centres undefined),-0.1,3,0,-16,8,-4,9,-5,2.8
Cc1cc(C)cc(C(=O)Nc2cccnc2Cl)c1,-0.2,1,1,-5,4,-1,8,-6,-2.3
O=c1oc(-c2ccccc2)nc2sc3c(c12)CCCC3,0.2,-3,1,-3,0,-1,25,11,1.5
Cc1cccc(N/C(N)=N/c2nc(C(F)(F)F)cc(=O)[nH]2)c1C,-0.1,2,5,16,11,-1,10,4,-0.7
CCOC(=O)CNC(=O)c1ccc(SCC)cc1,-0.2,-4,6,-10,-10,0,9,-2,0.5
Cc1ccc([N+](=O)[O-])cc1NC(=O)c1ccccc1,-0.1,0,-3,-16,5,-3,-3,0,1.3
CCOC(=O)C1=C(C)N(C)C(=O)NC1c1c(C)nn(-c2ccccc2)c1C (centres undefined),-0.2,-1,4,-15,-2,-3,9,-2,0.5
NC(=O)C1CCN(CC(=O)Nc2ccccc2Sc2ccccc2)CC1,0.4,-1,-1,15,8,0,-4,-1,-1.5
Cc1nnc(SCc2cc(=O)[nH]c(/N=C(\N)Nc3ccccc3)n2)s1,0.0,-2,-2,-3,0,2,-2,0,-0.5
Cc1ccc(SCC(=O)N(Cc2nc(-c3ccccc3)no2)C(C)C)cc1,1.5*,9,1,-3,-15,-6,-35,10,7.3
Cc1nc2cc(N3CCCCC3)c(NC(=O)c3cccnc3)cc2c(=O)n1Cc1ccccc1,0.3,4,6,-2,-2,5,-5,24,0.3
CCC(C)NC(=O)c1ccccc1C(=O)NC(C)CC (centres undefined),-0.1,-7,4,8,6,-2,10,-8,4.1
COc1ccc(-c2nnc(Sc3nc4ccccc4o3)c3ccccc23)cc1,-0.1,6,-2,-12,-3,-1,-1,8,0.8
Cc1ccc(N(CC(=O)N2CCOCC2)S(C)(=O)=O)cc1,0.2,-6,-1,-11,-14,-2,2,-3,5.1
COc1cc(-c2nn3c(COc4ccccc4)nnc3s2)cc(OC)c1OC,0.0,6,0,14,8,3,6,13,1.2
CCOc1ccc(C(=O)N[C@H](C(=O)Nc2cccc(S(=O)(=O)N3CCCCC3)c2)C(C)C)cc1,1.0,3,-4,-13,42*,1,3,10,2.6
CCOc1cc(NC(=S)NCC(C)C)c(OCC)cc1NC(=O)c1ccco1,0.4,2,4,3,10,2,-2,7,0.0
COc1ccc(CC(=O)Nc2ccc(S(=O)(=O)Nc3cc(C)on3)cc2)cc1OC,-0.1,-2,2,-10,-12,1,5,-1,3.7
COc1ccccc1CNC(=O)c1cc(-c2ccncc2)nc2c(Cl)cccc12,0.1,0,1,4,-7,-1,-13,1,0.5
CC(=O)Nc1ccc(NC(=O)CCn2cnnn2)cc1,0.1,-1,3,-8,-6,0,6,0,1.8
COc1ccc(COCC(CC(C)C)N2CCN(C(=O)c3cccc(C(F)(F)F)c3)CCC2=O)cc1 (centres undefined),0.2,1,-3,2,1,3,11,0,1.8
CC(C)[C@H](NC(=O)c1ccccc1)C(=O)OCC(=O)N1CC(=O)Nc2ccccc21,-0.3,-2,-7,-3,-1,-1,-14,0,-2.5
Cn1c(NC(=O)c2ccc(Cl)cc2)c(-c2ccccn2)c(=O)c2ccccc21,-0.1,3,3,4,-7,2,4,2,1.8
Cc1ccc2cc(C#N)c(NCCCNC(=O)C3CCCO3)nc2c1 (centres undefined),0.0,-2,4,-1,-9,1,-7,-7,1.1
O=C(Nc1ccnn1C1CCN(C(=O)c2ccc(F)cc2)CC1)C1CCOC1 (centres undefined),0.1,-4,0,15,11,0,2,12,-0.4
Cc1cc(Br)ccc1NC(=O)C1C2CCC(O2)C1C(=O)O (centres undefined),-0.1,55*,2,-6,-4,-2,10,-7,63*
COc1cccc(C2C3=C(N=c4s/c(=C\c5cccc(O)c5)c(=O)n42)c2ccccc2CC3)c1OC (centres undefined),-0.2,1,-2,6,0,13,4,27,4.3
O=C(Nc1nnc(SCc2ccc(F)cc2)s1)c1ccco1,0.1,-2,-6,6,-6,3,-15,4,2.1
Cc1ccc(CSCC(=O)Nc2ccccc2C(=O)O)cc1,0.0,-2,3,5,2,1,-3,8,0.8
CCOC(=O)C1CCN(C(=O)CN(c2ccc(OC)c(OC)c2)S(=O)(=O)c2ccccc2)CC1,0.1,-2,-3,-1,-2,2,-2,-3,2.8
O=C(NCc1n[nH]c(=S)n1-c1ccccc1)c1ccc(S(=O)(=O)N2CCCCC2)cc1,-0.1,-3,-2,-13,-1,-1,-1,-5,2.4
O=[N+]([O-])c1cnn(-c2nc(-c3ccccc3)cc(C(F)(F)F)n2)c1,0.1,2,1,-13,-11,0,4,-1,0.4
CCOC(=O)N1CCN(C(=O)Cc2c(C(=O)O)n(C)c3ccccc23)CC1,-0.2,-3,-3,1,4,-7,-3,1,-1.4
O=C(COC(=O)Cc1ccccc1[N+](=O)[O-])Nc1nnc(-c2ccccc2)o1,0.1,3,3,1,-7,3,14,4,-1.2
CCC(=O)NC(NC(=S)Nc1cccc2cccnc12)C(Cl)(Cl)Cl (centres undefined),0.1,-1,2,-1,-3,-1,7,-4,0.9
COc1ccc(C(=O)N2CCc3c([nH]c4ccccc34)C2C(F)(F)F)cc1 (centres undefined),-0.1,2,6,-1,-11,1,-1,-3,6.4
Oc1ccc(/C=N/Nc2ccccc2)cc1,-0.2,-4,4,-9,-3,-3,16,-4,-4.5
CN1C(=O)CSc2ccc(NC(=O)NCc3cccnc3)cc21,0.0,-1,5,9,12,-1,8,-2,-0.7
O=C(NCC1CCCN1S(=O)(=O)c1ccccc1)C(=O)NC1CC1 (centres undefined),-0.1,1,6,6,9,0,0,-1,0.0
